# Bioassay records as filed in PubChem.
# PP5 inh = PP5 (human) phosphatase inhibition. P53041. purified PP5c, OMFP substrate fluorescence. inhibition, % at 6.7 µM. 320,000 compounds, 0.18% hits. AID 1987;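 active = inhibition above the campaign's mean inhibition across all tested compounds plus 3 SD, cut at about 9.5% in these data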;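 note: 0% = DMSO only and 100% = 100 µM cantharidin control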
# Target sequence (P53041 whole entry, looked up): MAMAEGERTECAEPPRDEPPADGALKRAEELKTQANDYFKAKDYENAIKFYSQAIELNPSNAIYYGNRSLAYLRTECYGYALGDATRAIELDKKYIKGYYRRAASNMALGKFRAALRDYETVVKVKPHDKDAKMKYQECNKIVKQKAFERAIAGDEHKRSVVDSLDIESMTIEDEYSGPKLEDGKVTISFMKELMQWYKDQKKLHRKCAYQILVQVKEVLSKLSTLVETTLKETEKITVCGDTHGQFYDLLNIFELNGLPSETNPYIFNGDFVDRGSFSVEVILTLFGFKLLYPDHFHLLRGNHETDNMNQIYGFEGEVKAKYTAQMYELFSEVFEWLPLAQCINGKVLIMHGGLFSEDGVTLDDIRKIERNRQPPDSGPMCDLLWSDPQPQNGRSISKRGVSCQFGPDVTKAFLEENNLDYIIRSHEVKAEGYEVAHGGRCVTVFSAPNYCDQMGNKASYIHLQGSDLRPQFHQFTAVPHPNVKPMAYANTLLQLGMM
# TPT1 inhibitor = blocks Candida albicans tRNA 2'-phosphotransferase. inhibition, % at 5 µM. 300,000 compounds, 0.81% hits. recombinant caTPT1, FP RNA substrate dephosphorylation;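 active = inhibition above the mean of all tested compounds plus 3 SD, set per screening campaign, cut at about 24% in these data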;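 note: plate controls were DMSO alone for no effect and ferristatin control at 100 nM for full effect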
# procasp7 counter = activates human procaspase-7, counter-screen for procaspase-3 activators; activation, % at 8.5 µM; P55210; recombinant procaspase-7, Ac-DEVD-pNA absorbance 405 nm; D23A/D198A/D206A triple mutant, cannot self-cleave; scale: DMSO 0, 5 µM enzyme 100; 330,000 compounds, 0.093% hits;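 active = percent activation above the screen-wide mean plus 3 SD, cut at about 25% in these data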
# Target sequence (P55210 whole entry D23A/D198A/D206A): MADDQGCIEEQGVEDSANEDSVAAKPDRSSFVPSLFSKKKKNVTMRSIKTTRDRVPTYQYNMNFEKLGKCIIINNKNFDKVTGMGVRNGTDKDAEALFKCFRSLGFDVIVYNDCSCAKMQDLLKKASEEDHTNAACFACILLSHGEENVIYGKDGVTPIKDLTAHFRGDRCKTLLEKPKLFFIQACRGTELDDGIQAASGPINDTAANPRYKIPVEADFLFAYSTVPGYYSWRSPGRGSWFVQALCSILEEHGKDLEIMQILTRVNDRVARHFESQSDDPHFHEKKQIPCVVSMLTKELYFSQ
#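 Replicates: singlicate. Assay system: Procaspase-7 triple mutant (PC-7 D3A). Signal: 405 nm absorbance of p-nitroaniline. Times: 1 h preincubation, 2 h reaction. Buffer or medium: Zinc-free HEPES pH 7.4 with 300 mM NaCl, 0.01% Triton X-100. Also added: DEVD-pNA substrate. Benchmarks: DMSO wells as 0%, DMSO with 5 µM added PC-7 as 100%.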
# PP1 inh = counter-screen for PP5 inhibitors: inhibitors of human PP1-alpha; P62136; purified PP1alpha, OMFP fluorescence; inhibition, % at 6.7 µM; 320,000 compounds, 0.9% hits;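 active = inhibition above the mean inhibition of all tested compounds plus 3 SD, computed separately for each screening campaign, cut at about 15% in these data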
# Efflux pump mplx = blocks antifungal efflux pumps in multiplex yeast assay. AID 485275. S. cerevisiae Candida pump triplex, Nile Red efflux. inhibition, % at 10 µM. 330,000 compounds, 0.44% hits;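 active = plate passing quality check with inhibition over a set limit, or well fluorescence over plate mean plus 4 SD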;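 note: Nile Red retained in pooled yeast measured as flow cytometry median fluorescence; 0% = buffer negative control and 100% = Enniatin B positive control; higher means more Nile Red kept so more efflux inhibition; some compounds called inactive have numbers as strong as hits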
# Fh CTSL1 inh = blocks F. hepatica cathepsin L1 in PFM18AAP counter-screen; recombinant F. hepatica cathepsin L1, Z-Leu-Arg-MCA fluorescence; inhibition, % at 5.96 µM; 300,000 compounds, 0.49% hits; AID 1906;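 active = inhibition above the mean of all tested compounds plus 3 SD, set per screening campaign, cut at about 17% in these data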;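 note: 0% = plate median of test compound wells and 100% = 1 µM Z-Phe-Ala-diazomethylketone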
# proCasp3 act = activators of human procaspase-3 | P42574 | recombinant procaspase-3 D3A, Ac-DEVD-pNA absorbance 405 nm | activation, % at 8.5 µM | 330,000 compounds, 0.11% hits | AID 463141;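 active = activation above the mean of all tested compounds plus 3 SD, cut at about 21% in these data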;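 note: 0% = DMSO alone and 100% = DMSO wells spiked with extra 5 µM PC-3 D3A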
# Target sequence (P42574 whole entry D9A/D28A/D175A): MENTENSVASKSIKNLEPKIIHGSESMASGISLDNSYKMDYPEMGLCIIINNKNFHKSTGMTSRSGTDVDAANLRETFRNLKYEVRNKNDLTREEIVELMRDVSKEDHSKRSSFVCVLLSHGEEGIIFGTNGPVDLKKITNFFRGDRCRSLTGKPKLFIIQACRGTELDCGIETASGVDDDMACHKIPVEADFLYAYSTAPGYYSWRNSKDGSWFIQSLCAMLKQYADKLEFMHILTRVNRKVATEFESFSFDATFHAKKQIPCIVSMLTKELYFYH
#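 Assay system – Procaspase-3 D3A mutant, all three cleavage aspartates alanine · Controls – DMSO-only low control, 5 µM PC-3 D3A high control · Schedule – 1 h compound preincubation, 2 h substrate hydrolysis at 25 °C · Signal – 405 nm absorbance of p-nitroaniline, reads at 0 and 120 min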
# HCV core dimer = blocks dimerization of HCV core protein; TR-FRET GST/Flag-core106 dimerization, 1536-well; 300,000 compounds, 0.33% hits; AID 1899; inhibition, % at 5 µM;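 active = inhibition above the mean of all tested compounds plus 3 SD, set per screening campaign, cut at about 45% in these data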
#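 Assay system – GST-tagged and Flag-tagged HCV core protein residues 1-106 · Quantity – core106 proteins, GST 13.5 nM and Flag 17 nM · Benchmarks – unlabelled core106 and no-GST-core106 wells · Read-out basis – percent inhibition of core106 dimerization signal · Detection – time-resolved FRET, ex 340 nm, em 617 and 671 nm · Schedule – 4 h at 22.5 °C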
# JMJD2C inh = inhibitors of human GASC-1 (JMJD2C) demethylase. Q9H3R0. GST-JMJD2C(1-420) H3K9me3 demethylation, DELFIA europium. inhibition, % at 2.35 µM. 330,000 compounds, 0.069% hits. AID 2099;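 active = more than half of a compound's replicate wells show inhibition beyond 50%, single wells judged on their own value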;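 note: signal counts dimethyl H3K9 product captured on neutravidin plate; 0% = median of DMSO wells and 100% = 0.3 times that DMSO median; strong numbers were not always called active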
# Starred values were filed as active, the others as inactive; · = not tested or not shown; & = joins results of further samples.
SMILES,PP5 inh,TPT1 inhibitor,procasp7 counter,PP1 inh,Efflux pump mplx,Fh CTSL1 inh,proCasp3 act,HCV core dimer,JMJD2C inh
Cc1cccc(C(=O)OCC(=O)N(C)CC(=O)Nc2ccc(Cl)c(C(F)(F)F)c2)c1,5.2,·,0,3,0.0,·,-3,·,0
CC(C)(C)OC(=O)N1CCCC1C(=O)NCCc1ccccc1 (stereo not given),1.7,-2,3,-1,0.1,6,4,-3,0
C/C(N)=C(/C#N)C(=O)COC(=O)C(c1ccccc1)c1ccccc1,1.4,1,7,-2,0.0,2,1,-2,-3
CCOC(=O)CC1CCCCN1Cc1nc(-c2ccc(F)c(OC)c2)oc1C (stereo not given),3.9,2,1,-3,0.1,-4,7,-2,-1
CCCOc1ccc(C(=O)NCC(C)(C)N2CCOCC2)cc1,-0.9,0,7,-3,0.2,-1,6,2,1
COc1ccc(Cn2c(-c3ccc(OC)cc3)n[nH]c2=S)cc1,0.3,1,-16,4,-0.2,0,-12,1,10
CCCN1C(=O)c2ccccc2NC1c1ccc(Cl)cc1 (stereo not given),1.7,1,-5,-2,0.0,-2,0,-2,-4
O=C(c1cc2ccccc2oc1=O)N1CCCCCCC1,2.6,1,5,-2,0.0,-1,7,0,2
CC(C)C(C(=O)NCc1ccco1)N(C(=O)CNS(=O)(=O)c1ccccc1)C1CCCC1 (stereo not given),2.9,-4,8,10,0.1,0,6,1,-1&5
COc1ccccc1S(=O)(=O)Cc1ccc(C(=O)NCc2ccccc2)o1,0.0,-1,4,-1,-0.1,1,4,7,12
O=c1nccc(N/N=C/c2cccc(O)c2)[nH]1,2.2,-2,6,-1,0.2,1,-3,-3,2
COC(=O)C1=C(C)NC(=O)NC1c1c(O)ccc2ccccc12 (stereo not given),3.3,-1,-4,-3,-0.1,-5,-8,4,3
CCN(CC(=O)Nc1c(F)cccc1F)C(=O)CNC(=O)C1CCCCC1,0.8,1,0,-5,0.1,5,-10,2,-10
O=C(CCc1ccccc1)Nc1ccnn1C1CCN(Cc2ncc[nH]2)CC1,1.2,5,9,-3,-0.1,-3,9,-1,0
O=C(CSc1ccccc1)NCC1(N2CCCCC2)CCCCC1,-1.6,2,0,-6,-0.1,60*,9,-4,0
COc1cc(C=NNC(=O)c2ccc(NS(=O)(=O)c3cccs3)cc2)cc(Br)c1O,·,·,-7,·,-0.4,·,-4,·,-7
Cc1cccc(NC(=O)CSc2nnc(CNC(=O)c3ccco3)n2C)c1C,-0.5,0,-6,-3,0.0,0,5,1,64
CN(Cc1ccccc1)S(=O)(=O)c1ccc(N2CCCC2=O)cc1,-2.9,·,2,-4,-0.1,·,12,·,7
CCN(C(=O)COc1ccc(C)nc1[N+](=O)[O-])C1CCS(=O)(=O)C1 (stereo not given),-0.8,-1,-4,2,0.3,-4,2,1,-11
Cc1ccc2cc(/C=N/NC(=O)[C@@H]3CCCN3)c(Cl)nc2c1,2.0,-2,4,-3,0.0,-1,-3,7,-8
COc1cc(O)c(CC=C(C)C)c(O)c1C(=O)CCc1ccc(O)cc1,8.3,-2,-7,0,0.0,0,-1,2,31
CCOC(=O)C1(Cc2ccc(OC)cc2)CCN(C(=O)c2cc(C)nn2C)CC1,-0.5,5,-5,1,0.1,-5,2,-6,-2
CCOC(=O)c1c(C=O)c(C)n(Cc2ccc(Cl)cc2)c1C,3.8,-6,4,3,-0.1,-1,-1,12,2
O=C(Nc1ccc(Oc2cccnc2)cc1)c1ccccc1Cl,-0.7,0,-1,0,-0.1,0,0,0,-2
Cc1cc(OC(=O)c2ccccc2Br)c([N+](=O)[O-])c(=O)[nH]1,0.5,1,2,0,0.2,1,-3,-3,-9
NC(=O)c1ccccc1NC(=O)c1ccccc1Cl,0.2,1,21,-3,-0.2,-6,-12,1,-5
CC1Cc2ccccc2N1C(=O)C1CC(=O)N(c2ccccc2)C1 (stereo not given),-0.6,-7,-1,-1,-0.3,-1,-11,1,9
COC(=O)Cn1cnc2c(cnn2-c2ccc(OC)cc2)c1=O,2.4,0,-3,-1,0.2,-1,-1,-5,5
CCOC(=O)Cn1cnc2c(sc3nc(C)cc(C)c32)c1=O,1.9,1,-2,-1,0.2,2,8,4,1
CCCCc1nc(N)c(C#N)c(-c2ccco2)c1CCC,-0.3,4,3,1,-0.2,2,10,32,4
COc1ccc(C(NC(=O)CC(C)C)c2c(O)ccc3ccccc23)cc1 (stereo not given),4.8,-3,6,1,0.1,0,6,5,-24
CCCCN(C)C(=O)CCCc1c[nH]c2ccccc12,2.9,-3,-2,-1,0.0,-2,8,-3,-1
COc1cccc(NCc2ccc([N+](=O)[O-])s2)c1,3.5,3,-8,3,0.2,-1,-16,-4,8
Cc1ccc2nc(SCC(=O)NCc3ccc(F)cc3)nc(=O)n2c1,2.2,-1,6,-4,0.0,1,-3,4,-6
CCCCNC(=O)OC(C)CNC(=O)OC (stereo not given),0.3,-3,9,-3,0.0,-6,2,-2,1
O=C(CCc1ccccc1)NCCCNC(=O)CCc1ccccc1,-0.4,·,4,-2,0.3,·,2,·,-6
Cc1sc2nc(CSCC(=O)N(CCC#N)c3ccccc3)[nH]c(=O)c2c1C,1.7,23,3,6,0.0,-4,1,21,-13
CCN(Cc1ccccc1)C(=O)CN1C(=O)NC(CC)(c2ccc(F)cc2)C1=O (stereo not given),3.2,0,-6,-1,0.2,-5,2,-3,-20
CCN(CC(=O)Nc1c(F)cccc1F)C(=O)CNC(=O)c1ccc2ccccc2c1,3.4,·,0,-8,0.0,·,4,·,2
O=C(Cn1nnc(-c2ccccc2NC(=O)c2ccco2)n1)NC1CCCCC1,1.1,-2,-4,1,0.2,-1,13,10,-4
O=c1c(OC2OC(CO)C(O)C(O)C2OC2OC(CO)C(O)C(O)C2O)c(-c2ccc(O)cc2)oc2cc(O)cc(O)c12 (stereo not given),3.3,2,-2,-8,-0.2,-2,6,-1,·
Cc1onc(-c2ccccc2)c1C(=O)Nc1ccccc1NC(=O)c1c(-c2ccccc2)noc1C,1.9,-4,5,0,-0.1,1,-1,4,5
COc1cc(C(=O)NC2CCCCC2)ccc1OCc1ccc(Cl)cc1Cl,2.8,0,2,-2,-0.2,2,9,-5,-1
Cc1ccc2c(N)c(C)ccc2c1,0.7,-4,-1,0,-0.1,3,-2,-21,-20
COc1ccc(C2CC(c3ccccc3)=NN2S(=O)(=O)c2ccccc2)cc1 (stereo not given),0.9,0,-2,1,-0.1,0,6,5,0
CC1Cc2cc(S(=O)(=O)N3CCN(c4cccc(Cl)c4)CC3)ccc2N1C(=O)C1CC1 (stereo not given),-1.1,8,-1,-1,0.1,6,4,3,3
CN(C)S(=O)(=O)c1cccc(NC(=O)c2cc([N+](=O)[O-])ccc2N2CCCCC2)c1,2.0,·,10,0,0.1,·,0,·,8
CCOC(=O)c1c(C)[nH]c(C)c1S(=O)(=O)NC1CCN(C(=O)OCC)CC1,-3.5,-1,-4,-1,0.0,0,3,-4,-11
COc1ccc(C(=O)NC(C)c2cccnc2)cc1S(=O)(=O)N(C)Cc1ccccc1 (stereo not given),·,·,3,·,-0.4,·,-1,·,3
C1CC(CN2CCOCC2)CN(Cc2nc(CC3CC3)no2)C1 (stereo not given),7.1,3,7,-1,0.1,0,4,-5,1
COc1ccc(OC)c(NC(=O)NNS(=O)(=O)c2ccc(C)cc2C)c1,1.8,-1,2,-4,-0.1,3,1,-14,14
O=C(NNc1cc(Cl)cc(Cl)c1)c1c(F)cccc1Cl,1.7,-2,4,3,0.0,0,-1,1,7
COc1cccc(C=NCC(C)N=Cc2cccc(OC)c2O)c1O (stereo not given),-2.2,5,82*,3,-0.1,1,7,7,8
COc1cc2cc(CCOC(=O)c3ccc(C(F)(F)F)cc3)oc(=O)c2cc1OC,8.7,·,-3,1,0.4,·,3,·,-2
O=C(/C=C/C=C/c1ccc2c(c1)OCO2)N1CCCCC1,1.6,-1,2,-1,0.0,3,10,0,·
COc1cccc(NC(=O)Nc2nc(SC)ns2)c1,2.1,0,-3,2,-0.2,4,7,1,-1
Cc1ccc(CNS(=O)(=O)CCNC(=O)c2ccc3c(c2)OCO3)cc1,1.3,1,-1,-6,0.1,3,-2,-5,-8
CN(C)CCOC(=O)c1sc2ccccc2c1Cl,-2.0,-2,6,3,0.1,1,2,-1,6
O=C(NC(=S)Nc1ccccc1Br)C1CCC1,1.9,-1,1,1,0.0,-2,2,12,3
COCCN(C(=O)CNC(=O)c1ccco1)C(C(=O)NC1CCCC1)c1cccs1 (stereo not given),-1.1,1,-10,-6,-0.1,-2,1,5,23

# Continuation:
SMILES,PP5 inh,TPT1 inhibitor,procasp7 counter,PP1 inh,Efflux pump mplx,Fh CTSL1 inh,proCasp3 act,HCV core dimer,JMJD2C inh
C=CCOc1ccc(Br)cc1CNCCCN1CCOCC1,1.2,0,3,-2,-1.5,1,4,-8,4
c1ccc2nc(-c3nc4ccccc4o3)ccc2c1,2.4,8,1,2,0.0,0,6,-2,-1
CCC1CN(C(=O)N2CCC(C(=O)Nc3ccccc3F)CC2)c2ccccc2O1 (stereo not given),1.7,-3,5,3,0.0,3,15,0,-4
O=C(NCCSc1c[nH]c2ccccc12)c1ccc2c(c1)OCO2,1.8,-9,1,-6,-0.2,-3,0,-4,-9
CN(CC(=O)Nc1cccc(F)c1)C(=O)c1ccc(OCc2ccccc2)cc1,2.7,·,5,0,-0.3,·,4,·,-5
CCCOc1ccc(C(CC(=O)O)NC(=O)c2cccs2)cc1 (stereo not given),0.5,4,-5,0,0.0,0,3,-2,5
O=C(N/N=C/c1ccc(OC(F)F)cc1)c1ccc(Br)cc1,2.6,-4,-2,5,-0.1,2,1,7,10
CC1C(=O)C(C)C(c2ccccc2F)NC1c1ccccc1F (stereo not given),1.9,-2,-3,0,0.0,4,7,-2,4
COc1ccc(NS(=O)(=O)c2cn(C)c(=O)n(C)c2=O)c(OC)c1,-2.1,-2,7,-1,0.0,-3,4,-2,-1

# One compound at a time, as listed above. Order of values: PP5 inh | TPT1 inhibitor | procasp7 counter | PP1 inh | Efflux pump mplx | Fh CTSL1 inh | proCasp3 act | HCV core dimer | JMJD2C inh
# Results for CCOC(=O)C1(Cc2ccc(OC)cc2)CCN(C(=O)c2cc(C)nn2C)CC1 = -0.5 | 5 | -5 | 1 | 0.1 | -5 | 2 | -6 | -2
# Results for COc1cc(C(=O)NC2CCCCC2)ccc1OCc1ccc(Cl)cc1Cl = 2.8 | 0 | 2 | -2 | -0.2 | 2 | 9 | -5 | -1
# Results for C1CC(CN2CCOCC2)CN(Cc2nc(CC3CC3)no2)C1 (stereo not given) = 7.1 | 3 | 7 | -1 | 0.1 | 0 | 4 | -5 | 1
